Compound activity from PubChem.
Mcl-1 Bim block: inhibitors of Bim peptide binding to Mcl-1, primary screen, biochemical, bead-based flow cytometry, multiplex | AID 1009, 2008 | Bim peptide-Mcl-1 binding | Induced myeloid leukemia cell differentiation protein Mcl-1 (Homo sapiens), Q07820 | 190,000 compounds, 0.1% hits | inhibition, % at 10 µM; in the data active means inhibition above about 40%;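 further: 0% = no compound tracer wells and 100% = peptide blocker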
Target sequence (Q07820 whole entry, looked up): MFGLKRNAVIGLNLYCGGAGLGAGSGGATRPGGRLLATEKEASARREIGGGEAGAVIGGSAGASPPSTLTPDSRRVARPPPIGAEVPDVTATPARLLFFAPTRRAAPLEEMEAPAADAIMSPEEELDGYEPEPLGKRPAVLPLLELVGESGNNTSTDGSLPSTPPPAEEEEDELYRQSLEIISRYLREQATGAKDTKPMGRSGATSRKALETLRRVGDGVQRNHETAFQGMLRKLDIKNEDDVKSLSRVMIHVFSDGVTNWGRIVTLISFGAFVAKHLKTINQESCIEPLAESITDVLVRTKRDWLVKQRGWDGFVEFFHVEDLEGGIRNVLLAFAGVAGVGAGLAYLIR
Rac1 mut GTP: GTP binding modulators of activated mutant Rac1, primary screen, biochemical, bead-based flow cytometry, multiplex, fluorescent GTP; GST-Rac1 activated beads; actives lie on both sides; 100% means binding = to untreated wells; percent activity (GTP binding), % at 10 µM; 190,000 compounds, 0.11% hits; AID 764, 2007;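 active means GTP binding at least 20 percentage points away from the 100% baseline, in either direction, so actives lie on both sides; inconclusive means Compound likely fluorescent itself, or too few beads counted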
Pf gamet viab: late stage P. falciparum gametocyte viability inhibitors, primary screen, ATP luminescence, HTS. AID 743093, 2013. inhibition, % at 10.9 µM. 150,000 compounds, 0.065% hits. P. falciparum stage V gametocytes, 24 h;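 active means inhibition above the mean plus 3 SD of compounds within the control limits, set per campaign, cut at about 38% in these data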;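 further: 0% = DMSO wells and 100% = medium only without gametocytes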
RGS8-Gao: RGS8-Galphao binding modulators, primary screen, biochemical, multiplexed bead flow cytometry. actives lie on both sides. 220,000 compounds, 0.34% hits. response (percent of control binding), % at 10 µM; in the data active means response below about 60% or above about 140%; inactive means in between;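 further: Galphao activated as the GDP aluminium fluoride complex binding bead-coupled RGS8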
HRas wt GTP bind: modulators of GTP binding to HRas wildtype, primary screen, biochemical, bead-based flow cytometry, multiplex. GTP binding activity, % at 10 µM. GTPase HRas (Homo sapiens), P01112. AID 759, 2007. 190,000 compounds, 0.14% hits. GST-Ras wt beads, Bodipy-FL-GTP binding; actives lie on both sides;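 active means GTP binding activity at least 20% away from the 100% baseline, either lowered as inhibitor or raised as activator; inconclusive means flagged as likely green fluorescent, judged across all proteins in the well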;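 further: 0% = unlabeled GTP competition control and 100% = no-compound control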
Target sequence (P01112 whole entry, looked up): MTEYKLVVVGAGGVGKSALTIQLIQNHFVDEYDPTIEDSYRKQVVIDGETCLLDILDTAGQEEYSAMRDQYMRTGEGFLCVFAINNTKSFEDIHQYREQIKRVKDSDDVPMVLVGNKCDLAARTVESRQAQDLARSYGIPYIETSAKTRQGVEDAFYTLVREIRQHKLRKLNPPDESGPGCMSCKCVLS
Rac1 wt GTP bind: wildtype Rac1 GTP binding modulators, primary screen, biochemical, GST-Rac1 beads, flow cytometry, multiplex; fluorescent GTP binding; actives lie on both sides; 0 = cold GTP competed, 100 = untreated; GTP binding activity (% of control), % at 10 µM; 190,000 compounds, 0.27% hits;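 active means GTP binding activity at least 20 points away from the 100% control level, either lower or higher; inconclusive means compound flagged as likely green fluorescent, judged across all proteins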
Mcl1 Noxa PPI: Mcl-1/Noxa binding inhibitors, primary screen, biochemical, TR-FRET, 1536-well. Induced myeloid leukemia cell differentiation protein Mcl-1 (Homo sapiens), Q07820. TR-FRET Mcl-1/Noxa peptide binding, 2 h. inhibition, % at 21.7 µM. 220,000 compounds, 1.5% hits;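 active means compounds that cut the protein-peptide binding signal by more than 50% relative to plate controls in a single-dose test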;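 further: His-tagged Mcl-1 with rhodamine Noxa BH3 peptide and terbium anti-His antibody; 0% = Mcl-1 plus Noxa peptide wells and 100% = peptide-only wells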
Cdc42 wt: modulators of GTP binding to wildtype Cdc42, primary screen, biochemical, multiplex bead flow cytometry, Bodipy-GTP; Cell division control protein 42 homolog (Homo sapiens), P60953; AID 761, 2007; percent activity (GTP binding), % at 10 µM; GST-Cdc42 beads; actives lie on both sides; 190,000 compounds, 0.2% hits;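 active means percent activity GTP binding at least 20 points away from the 100% baseline, either down as inhibitor or up as activator; inconclusive means compound flagged as likely green fluorescent from well-wide comparison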;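 further: median bead fluorescence of bound Bodipy-FL-GTP at 100 nM; 0% = excess unlabeled GTP control and 100% = no compound control; below 100% means less GTP binding so inhibitor and above means activator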
Target sequence (P60953 whole entry, looked up): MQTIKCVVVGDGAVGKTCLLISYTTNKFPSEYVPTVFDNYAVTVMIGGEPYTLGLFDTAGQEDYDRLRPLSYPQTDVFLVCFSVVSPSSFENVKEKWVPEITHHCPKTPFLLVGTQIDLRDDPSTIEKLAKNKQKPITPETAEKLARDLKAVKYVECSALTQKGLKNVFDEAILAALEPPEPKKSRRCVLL
Rab7 wt modul: modulators of GTP binding to Rab7, primary screen, biochemical, wildtype, multiplex bead flow cytometry | Rab7 GTPase wild type (dog), Bodipy-FL-GTP binding | GST-Rab7 beads, fluorescent GTP binding; actives lie on both sides; untreated = 100%, excess cold GTP = 0% | GTP binding activity (percent of control), % at 10 µM | 190,000 compounds, 0.055% hits;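 active means fluorescent GTP binding to Rab7 beads changed by at least 20 points from the 100% baseline, either direction, mostly lower; inconclusive means compound itself probably fluorescent, or too few beads counted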;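 further: median green fluorescence of bound Bodipy-FL-GTP per Rab7 bead population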
Rab2 wt GTP: modulators of GTP binding to Rab2A wildtype, primary screen, biochemical, dog, bead-based flow cytometry, multiplex. GTP binding activity, % at 10 µM. Ras-related protein Rab-2A (Canis lupus familiaris), P61105. 190,000 compounds, 0.19% hits. AID 760, 2007. GST-Rab2 wt beads, Bodipy-GTP binding;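 active means GTP binding activity at least 20 points away from 100%, either lowered or raised; inconclusive means signal likely due to the compound's own green fluorescence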;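 further: 0% = beads with excess unlabeled GTP and 100% = no-compound control corrected for plate trend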
Mcl1 Bid PPI: Mcl-1/Bid binding inhibitors, primary screen, biochemical, TR-FRET, 1536-well; Induced myeloid leukemia cell differentiation protein Mcl-1 (Homo sapiens), Q07820; TR-FRET Mcl-1/Bid-Dy647 peptide binding; inhibition, % at 21.7 µM; 220,000 compounds, 0.97% hits; AID 1021, 2008;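 active means compounds that cut the binding signal by more than half at the single screening dose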;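 further: His-tagged Mcl-1 with europium anti-His antibody binding Bid BH3 peptide; 0% = Mcl-1 plus peptide wells and 100% = peptide-only wells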
* = called active by the depositor; u = inconclusive; x = not tested or not shown. Outcome played no part in choosing rows; 2.9% or so of the library scored in one or more.

smiles	Mcl-1 Bim block	Rac1 mut GTP	Pf gamet viab	RGS8-Gao	HRas wt GTP bind	Rac1 wt GTP bind	Mcl1 Noxa PPI	Cdc42 wt	Rab7 wt modul	Rab2 wt GTP	Mcl1 Bid PPI
O=C(O)CC1S/C(=N/N=C/c2ccc(-c3ccccc3[N+](=O)[O-])o2)NC1=O (stereo unspecified)	2	94	-15	98	93	93	27	97	98	91	-47
Cc1[nH]nc(SCC(=O)Nc2ccc(C#N)cc2)c1[N+](=O)[O-]	-6	98	1	98	100	100	26	102	99	101	-57
CC(=O)c1ccc(S(=O)(=O)Nc2cc3c(cc2C(C)=O)OCO3)cc1	0	94	-3	105	92	93	-9	95	93	93	-3
N#C/C(=C(/O)COc1ccccc1)c1nnc2n1CCCCC2	-7	93	-8	102	96	97	17	96	98	94	-7
O=C(CCN1C(=O)COc2ccccc21)NCc1cccnc1	0	99	29	103	97	101	11	99	98	98	-5
C=CCOC(=O)/C(=C/c1cccc2ccccc12)NC(=O)c1ccccc1	-6	100	11	100	102	102	11	100	104	101	-19
O=C(NN1C(=O)C2C3C=CC(C4CC34)C2C1=O)c1ccc(Br)cc1 (stereo unspecified)	0	95	-18	99	98	98	-12	95	104	98	-17
CC(=O)c1ccc(NC(=O)Nc2ccncc2)cc1	1	95	4	104	96	98	15	94	95	95	-34
CC(C)c1ccc(NC(=S)Nc2ccc3cn[nH]c3c2)cc1	-2	94	15	101	93	95	2	91	93	90	-37
CC(=O)OC1CCC2(C)C(COc3ccc4ccc(=O)oc4c3)C(C)(O)CCC2C1(C)C (stereo unspecified)	-7	98	x	87	103	106	3	101	102	101	-4
CCOC(=O)c1cccc(NC(=O)C(NS(=O)(=O)c2ccc3c(c2)CCN3C(C)=O)C(C)C)c1 (stereo unspecified)	0	100	-8	104	100	103	3	99	100	98	-14
CCn1nccc1C(=O)Nc1ccc(Cl)cc1Cl	-2	101	x	102	102	102	-8	102	105	102	-3
O=C(Nc1ccc(Cl)cc1C(=O)NCCN1CCOCC1)c1ccco1	-1	98	x	102	98	102	14	98	99	99	3
O=C1CC(c2ccco2)c2ccc3ccccc3c2N1 (stereo unspecified)	1	97	-2	103	102	100	12	101	104	103	-6
Brc1ccccc1/C=N/Nc1ccccn1	0	97	-1	103	98	99	9	96	103	97	-27
COc1ccsc1C(=O)N1CCN(Cc2ccc3c(c2)OCO3)CC1	0	99	x	102	99	98	-5	101	99	100	-15
CCOCCCNC(=O)c1cc(Sc2ccc(C)cc2)nc2ccccc12	0	100	x	106	100	100	-2	96	98	102	-6
Cc1cc2c(ncn2Cc2ccccc2)c(NS(C)(=O)=O)c1C	-4	95	x	83	98	98	2	100	97	98	-7
CCOc1ccc(OCC)c(S(=O)(=O)NCCCN2CCOCC2)c1	0	91	x	101	94	95	-13	91	93	93	-10
COc1ccc(C(=O)Nn2c(SCC(=O)NCc3ccccc3)nc3ccccc3c2=O)cc1	-5	99	1	100	100	103	13	102	101	100	-7
Fc1ccc(COc2cccc(-c3n[nH]c(=S)o3)c2)cc1	-4	91	12	101	90	93	43	94	93	93	-4
CCOC(=O)CN1N=C(/C=C/c2ccc(C(C)C)cc2)CCC1=O	-2	98	-5	102	95	101	-21	95	97	99	-16
CCN(Cc1ccncc1)Cc1nc(CC2CC2)no1	0	97	0	102	95	96	4	98	95	97	-19
Cc1cnc(SCc2cnc(C)nc2N)nc1	-1	98	0	101	98	101	11	98	98	98	-3
O=C(/C=C1\NC2(CCCC2)Cc2ccccc21)C(=O)N/N=C/c1ccccc1O	-1	102	18	95	106	109	-28	104	102	101	-69
CC(=O)N/C(=C\c1ccc(F)cc1)C(=O)OC(C)C	-6	96	7	102	96	100	-15	100	97	96	4
CSc1ccc(CCNC(=O)CSc2ccsc2[N+](=O)[O-])cc1	-1	95	x	101	100	97	8	100	103	101	-37
COc1ccc(C/C(C)=N/NC(=S)Nc2ccc(C)c(C)c2)cc1	-3	96	-1	102	98	99	-66	97	97	100	-137
COc1ccc2[nH]c3nc(SC(C)C)nnc3c2c1	-8	97	x	107	100	104	22	103	102	102	-6
COc1ccc(CCNC(=O)NC2CCCCC2)cc1	-4	92	x	102	95	101	8	98	92	97	-5

Next section.
Values run as follows: Mcl-1 Bim block, Rac1 mut GTP, Pf gamet viab, RGS8-Gao, HRas wt GTP bind, Rac1 wt GTP bind, Mcl1 Noxa PPI, Cdc42 wt, Rab7 wt modul, Rab2 wt GTP, Mcl1 Bid PPI
C=CCNC(=O)NC(=O)COC(=O)CNS(=O)(=O)c1ccc(F)c(F)c1F
 : -3, 94, 2, 101, 97, 96, 13, 95, 105, 96, -17
CCc1ccc(OCC(=O)N/N=C(\C)c2ccccc2OC(F)F)cc1
 : -24, 99, -39, 102, 96, 100, 0, 94, 95, 91, -16
COc1ccc(C(=O)OCn2nnc3ccccc3c2=O)cc1[N+](=O)[O-]
 : -2, 97, x, 140, 96, 103, 6, 96, 98, 97, -11
CCn1c(=NC(=O)c2ccc(S(=O)(=O)N(C)C)cc2)sc2cccc(OC)c21
 : 1, 94, -2, 102, 95, 95, -36, 97, 103, 99, -18
CCc1ccccc1S(=O)(=O)Cc1ccc(C(=O)N2CCN(c3ccccc3OC)CC2)o1
 : -2, 99, x, 100, 102, 104, -3, 99, 104, 102, -19
O=C(Nc1ccc(NC(=O)c2ccco2)c(Cl)c1)c1ccccc1
 : 0, 96, 5, 102, 96, 92, -3, 99, 101, 98, -74
CC(C)(C)c1ccc(/C=C/C(=O)c2ccc(NC3=NCCCS3)cc2)cc1
 : -6, 96, -14, 102, 97, 97, 23, 94, 98, 98, 11
COc1cccc(/C=C2/SC(=O)N(CC(=O)N3CCc4ccccc4C3)C2=O)c1OCC(=O)O
 : 7, 94, -5, 104, 98, 101, 3, 103, 100, 99, -12
CN(CC(=O)N1CCN(Cc2ccccc2)CC1)S(=O)(=O)c1cccc2nsnc12
 : 1, 101, -27, 98, 101, 101, 6, 98, 99, 100, -31
O=C(c1ccc(Cn2c(=S)[nH]c3ccc(N4CCOCC4)cc3c2=O)cc1)N1CCC(N2CCCCC2)CC1
 : 3, 93, 1, 99, 98, 101, 22, 98, 99, 97, -14

Single records (already shown). Screens in order: Mcl-1 Bim block, Rac1 mut GTP, Pf gamet viab, RGS8-Gao, HRas wt GTP bind, Rac1 wt GTP bind, Mcl1 Noxa PPI, Cdc42 wt, Rab7 wt modul, Rab2 wt GTP, Mcl1 Bid PPI
`COc1ccc(C(=O)OCn2nnc3ccccc3c2=O)cc1[N+](=O)[O-]` across the screens: -2, 97, x, 140, 96, 103, 6, 96, 98, 97, -11
`CCn1c(=NC(=O)c2ccc(S(=O)(=O)N(C)C)cc2)sc2cccc(OC)c21` across the screens: 1, 94, -2, 102, 95, 95, -36, 97, 103, 99, -18

Other compounds follow.
Values run as follows: Mcl-1 Bim block, Rac1 mut GTP, Pf gamet viab, RGS8-Gao, HRas wt GTP bind, Rac1 wt GTP bind, Mcl1 Noxa PPI, Cdc42 wt, Rab7 wt modul, Rab2 wt GTP, Mcl1 Bid PPI
COc1ccc(CC(=O)N2CCCc3ccccc32)cc1
 : -2, 101, x, 93, 104, 105, 2, 103, 103, 102, -11
COc1ccc(C(=O)O)cc1S(=O)(=O)NCCCN1CCCC1=O
 : 0, 96, 10, 98, 100, 104, 15, 99, 103, 100, -32
CCOC(=O)/C=C1\SCC(=O)N1CC(=O)NCCc1ccc(F)cc1
 : 0, 98, -3, 102, 98, 99, 9, 98, 99, 99, -19
CCc1nc(CNC(=O)c2cc(OC)c(OC)c(OC)c2)no1
 : -3, 100, 12, 104, 100, 104, -4, 100, 101, 99, -33
O=C1C(Cl)=C(N2CCN(Cc3ccccc3)CC2)C(=O)N1Cc1ccccc1
 : -3, u, x, 95, u, u, 25, u, u, u, 14
N#Cc1cc2c(nc1SCc1cccc(Cl)c1)CCCCC2
 : 0, 99, x, 107, 104, 103, 4, 103, 99, 103, -13
O=C(Cc1cccc2ccccc12)N1CCN(c2ncccn2)CC1
 : 0, 95, 5, 100, 95, 101, 13, 97, 99, 96, -36
CC1CCCCN1S(=O)(=O)c1cn(C)c(=O)n(C)c1=O (stereo unspecified)
 : -3, 95, x, 92, 95, 96, -5, 98, 92, 97, -14
CC(=O)c1ccc(OCC(O)CN2CCN(Cc3ccccc3)CC2)cc1 (stereo unspecified)
 : 0, 101, x, 98, 102, 107, 19, 103, 103, 101, 33
O=S(=O)(c1ccc(NC(=S)Nc2ccc3c(c2)OCO3)cc1)N1CCOCC1
 : -2, 96, 26, 98, 97, 95, 13, 96, 101, 99, -7
O=[N+]([O-])c1ccc(-c2csc(N/N=C/c3cccnc3)n2)cc1
 : -2, 93, 6, 102, 97, 96, 47, 95, 102, 99, 5
O=C(NC(C(=O)c1ccccc1)N1CCOCC1)c1cccs1 (stereo unspecified)
 : 0, 100, x, 99, 102, 100, -3, 100, 101, 101, -13

Results in Rac1 wt GTP bind and Mcl1 Bid PPI, for four of the compounds above:
SMILES	Rac1 wt GTP bind	Mcl1 Bid PPI
COc1ccc(C(=O)O)cc1S(=O)(=O)NCCCN1CCCC1=O	104	-32
CCOC(=O)/C=C1\SCC(=O)N1CC(=O)NCCc1ccc(F)cc1	99	-19
CCc1nc(CNC(=O)c2cc(OC)c(OC)c(OC)c2)no1	104	-33
O=C1C(Cl)=C(N2CCN(Cc3ccccc3)CC2)C(=O)N1Cc1ccccc1	u	14
